From PubChem
Pyk2 oligo antag = Pyk2 (human) oligomerization antagonism | Q293 cells, Pyk2 FERM NanoBiT luminescence; hits give low values | z-score (the deposit names both 25 µM and 10 µM) | actives 0.83% (n = 99,000) | AID 1347419;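 active = Z-score of -3 or lower, scaled per plate to the spread of control and sample wells; inactive = z-score above -3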;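 note: negative z-score means lost luminescence so less FERM oligomerization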
F-actin modifier = modifiers of cytoskeleton assembly. HUVEC TNFa F-actin phalloidin imaging, high content. actives 0.18% (n = 91,000). inhibition, % at 2 µM;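 active = inhibition above the batch mean plus 3 SD and confirmed as a hit by visual image inspection, cut at about 30% in these data, passing the limit was not always enough; inconclusive = above the inhibition threshold but rejected on visual inspection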; note: strong numbers were not always called active
IL1B cytotox = toxic to HUVEC cells under IL-1B stimulation; HUVEC cell count loss, Hoechst imaging, IL-1B stimulated; cell count reduction, % at 2 µM; actives 0.41% (n = 94,000);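 active = cell count reduction more than 3 SD above the screen-wide mean, cut at about 70% in these data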;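 note: normalized per plate to untreated control cells as the no-loss baseline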
VCAM1 TNFa inh = reduces TNF alpha induced VCAM1 expression in HUVEC. actives 0.48% (n = 95,000). inhibition, % at 2 µM. HUVEC TNFa-induced VCAM-1 immunofluorescence, high-content imaging;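 active = inhibition above the batch mean plus 3 SD, with images confirmed as a hit by eye, cut at about 37% in these data; inconclusive = inhibition above that limit but hit not confirmed in images; inactive = inhibition not above that limit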;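 note: 0% = TNF-stimulated DMSO wells and 100% = unstimulated control wells; not every result past the cut was called active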
The depositor's hits bear a star; ? = inconclusive; nt = not tested or not shown. Only part of the results is shown (hit frequency here may not be typical).

Letters – A = Pyk2 oligo antag; B = F-actin modifier; C = IL1B cytotox; D = VCAM1 TNFa inh
COc1ccc(C2C(Oc3ccccc3)C(=O)N2c2ccc(C)c(C)c2)cc1OC (stereo unspecified)
  A: -1.5 | B: nt | C: 24 | D: nt

CCCCCC(=O)N/N=C/c1ccc([N+](=O)[O-])o1
  A: -0.62 | B: nt | C: 93* | D: nt

COc1ccc(OC)c2c(N3CC(C)OC(C)C3)cc(C(F)(F)F)nc12 (stereo unspecified)
  A: -1.3 | B: nt | C: 23 | D: nt

COc1cc(/C=N/NC(=O)CNC(=O)c2ccc3c(c2)OCCO3)ccc1O
  A: 0.48 | B: nt | C: 22 | D: nt

O=C(Nc1ccccc1)/C(=C/c1ccccc1)c1ccccc1
  A: -1.9 | B: nt | C: 33 | D: nt

Cc1cc(/C=C2/SC(=S)N(c3cccc(C(F)(F)F)c3)C2=O)c(C)n1-c1cccnc1
  A: 0.28 | B: nt | C: -6 | D: nt

COc1ccc(Cl)cc1C(=O)NC(=S)Nc1cc(-c2nc3ccccc3[nH]2)ccc1C
  A: 0.62 | B: nt | C: 26 | D: nt

CCOc1ccc(OCC)c(-c2c(=O)n(OCc3ccc(Cl)cc3)c3ccccc3[n+]2[O-])c1
  A: -0.52 | B: 27 | C: nt | D: -4

Cc1ccc(OCCSc2ncnc3sc(C)c(C)c23)cc1C
  A: 1.1 | B: 9 | C: nt | D: 4

Cc1ccc(S(=O)(=O)N(CC(=O)NCc2ccco2)Cc2ccc(F)cc2)cc1
  A: 0.09 | B: 100* | C: -13 | D: nt

CCN1CCN(CC(=O)Nc2nc3ccc(OC)cc3s2)CC1
  A: 0.51 | B: ? | C: 4 | D: nt

Single entries from the list:
Result of `COc1ccc(OC)c2c(N3CC(C)OC(C)C3)cc(C(F)(F)F)nc12` (stereo unspecified) in IL1B cytotox: 23
Result of `CCOc1ccc(OCC)c(-c2c(=O)n(OCc3ccc(Cl)cc3)c3ccccc3[n+]2[O-])c1` in VCAM1 TNFa inh: -4

Some of these compounds in order of length of the SMILES, highest first:
Letters – A = Pyk2 oligo antag; B = F-actin modifier; C = IL1B cytotox; D = VCAM1 TNFa inh
Cc1ccc(S(=O)(=O)N(CC(=O)NCc2ccco2)Cc2ccc(F)cc2)cc1
  A: 0.09 | B: 100* | C: -13 | D: nt

COc1ccc(OC)c2c(N3CC(C)OC(C)C3)cc(C(F)(F)F)nc12 (stereo unspecified)
  A: -1.3 | B: nt | C: 23 | D: nt

CCN1CCN(CC(=O)Nc2nc3ccc(OC)cc3s2)CC1
  A: 0.51 | B: ? | C: 4 | D: nt

Cc1ccc(OCCSc2ncnc3sc(C)c(C)c23)cc1C
  A: 1.1 | B: 9 | C: nt | D: 4
